GPR7 antagonist – human neuropeptides B/W receptor 1 antagonism; P48145; GPR7-expressing cells, fluorescence antagonist assay; inhibition, % at 4.4 µM; actives 1.1% (n = 290,000); in the data active means inhibition above about 16%, passing the limit was not always enough;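 further: cells stimulated with the agonist NPW; 0% = agonist with vehicle and 100% = vehicle without agonist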
Target sequence (P48145 whole entry, looked up): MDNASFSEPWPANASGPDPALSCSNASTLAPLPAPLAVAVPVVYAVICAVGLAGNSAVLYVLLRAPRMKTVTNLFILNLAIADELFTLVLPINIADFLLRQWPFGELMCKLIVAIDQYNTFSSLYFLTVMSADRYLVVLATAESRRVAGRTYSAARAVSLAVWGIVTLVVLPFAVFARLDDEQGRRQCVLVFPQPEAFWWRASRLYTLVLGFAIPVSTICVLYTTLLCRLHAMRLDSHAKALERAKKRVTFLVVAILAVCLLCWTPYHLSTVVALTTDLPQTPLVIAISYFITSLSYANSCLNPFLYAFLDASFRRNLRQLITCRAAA
CHO-K1 Ca antag – counter-screen for M1 antagonists: effect in parental CHO-K1 cells; actives 0.6% (n = 360,000); ATP-induced calcium, Fluo-8 fluorescence; inhibition, % at 3 µM;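 active means inhibition above a per-plate cutoff, the plate's mean sample inhibition plus 3 SD, cut at about 24% in these data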;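 further: 0% = DMSO plus EC80 ATP and 100% = DMSO alone without ATP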
OXTR potentiator – potentiates the human oxytocin receptor response; P30559; CHO-OTR cells, Fluo-8 calcium fluorescence, potentiator mode; 0% = oxytocin EC15, 100% = EC100; activation, % at 3 µM; actives 0.061% (n = 320,000); AID 2445;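 active means activation above that plate's cutoff, the mean activation of tested compounds plus 3 SD, cut at about 6.6% in these data, passing the limit was not always enough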;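 further: 100% uses oxytocin at 75 nM as the full agonist control; some results filed as inactive read as strong as hits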
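test system = CHO-OTR cells, human receptor | compound = single-point 3.0 µM | schedule = 6 min compound pre-incubation at room temperature, 100 s kinetic read | signal = Fluo-8 no-wash calcium dye fluorescence, excitation 470-495 nm, emission 515-575 nm | repeats = single well per compound, singlicate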
CHO parental Ca – signal in parental CHO cells, OX1R antagonist counter-screen | parental CHO-K1, ATP-induced calcium, Fluo-8 fluorescence | inhibition, % at 5.6 µM | actives 0.63% (n = 330,000) | AID 463079;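 active means inhibition above that plate's mean sample inhibition plus 3 SD, cut at about 26% in these data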;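 further: 0% = ATP-challenged DMSO wells and 100% = DMSO wells without ATP; some compounds past the cut are filed as inactive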
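Material: parental CHO cells / Compound: single nominal dose of 5.6 µM per compound / Signal: Fluo-8 fluorescence / Replicates: singlicate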
TAAR1 antag – human TAAR1 antagonism | Q96RJ0 | CHO RD-HGA16 TAAR1, Fluo-8 calcium fluorescence, antagonist | inhibition, % at 3 µM | actives 1.5% (n = 360,000) | AID 624466;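 active means inhibition above a per-plate cutoff, the mean inhibition of test compounds on that plate plus 3 SD, cut at about 49% in these data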;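 further: 0% = DMSO plus EC80 beta-PEA response and 100% = DMSO alone without agonist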
Target sequence (Q96RJ0 whole entry, looked up): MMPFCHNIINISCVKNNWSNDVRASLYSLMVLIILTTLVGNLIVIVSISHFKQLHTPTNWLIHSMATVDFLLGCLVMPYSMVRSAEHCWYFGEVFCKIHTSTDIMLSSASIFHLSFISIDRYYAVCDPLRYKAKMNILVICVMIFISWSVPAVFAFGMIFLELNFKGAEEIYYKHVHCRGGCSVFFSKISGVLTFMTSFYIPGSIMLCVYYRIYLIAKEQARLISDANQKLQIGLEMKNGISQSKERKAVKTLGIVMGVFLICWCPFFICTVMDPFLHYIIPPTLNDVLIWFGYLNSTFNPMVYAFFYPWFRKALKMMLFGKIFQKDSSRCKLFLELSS
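Test system – hTAAR1-expressing CHO RD-HGA16 cells, Gα16-coupled · Reagent – β-PEA at EC80 concentration, post-compound challenge · Compound dosing – 3 µM, single point · Timing – 140 s kinetic read after compound, 140 s after agonist · Detection – Fluo-8 intracellular calcium dye fluorescence, real-time kinetic reads · Control set – DMSO and EC80 PEA controls · Repeats – n of 1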
V1R ag counter – counter-screen for oxytocin receptor agonists: human V1a receptor agonists. CHO-V1R cells, Fluo-8 calcium fluorescence, agonist mode; 0% DMSO, 100% 3 nM vasopressin. activation, % at 3 µM. actives 0.25% (n = 320,000). AID 2797;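 active means activation above the mean activation of all tested compounds plus 3 SD, per screening run, cut at about 20% in these data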;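 further: signal is peak over basal fluorescence ratio across a 100 second FLIPR read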
Target sequence (P37288 whole entry, looked up): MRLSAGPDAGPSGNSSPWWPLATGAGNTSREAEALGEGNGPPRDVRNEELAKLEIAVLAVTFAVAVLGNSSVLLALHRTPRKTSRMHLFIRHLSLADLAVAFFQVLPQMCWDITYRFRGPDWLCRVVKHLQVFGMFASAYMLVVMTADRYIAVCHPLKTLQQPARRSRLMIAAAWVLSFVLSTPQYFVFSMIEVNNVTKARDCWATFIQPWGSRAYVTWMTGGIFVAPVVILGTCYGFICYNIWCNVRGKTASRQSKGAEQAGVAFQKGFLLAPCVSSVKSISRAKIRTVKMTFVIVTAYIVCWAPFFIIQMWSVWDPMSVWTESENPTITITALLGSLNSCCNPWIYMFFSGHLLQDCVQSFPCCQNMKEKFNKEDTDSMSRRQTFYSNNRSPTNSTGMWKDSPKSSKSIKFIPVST
CHO-K1 Ca PAM – nonselective activator or artifact in parental CHO-K1 calcium assay; ATP EC20, Fluo-8 calcium fluorescence; 0% at ATP EC20, 100% at ATP max; activation, % at 3 µM; actives 0.02% (n = 360,000);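 active means activation above the run cutoff, the mean activation of all test compounds plus 3 SD, cut at about 40% in these data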;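 further: peak over basal fluorescence ratio in a 140 s read after ATP addition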
CHO-K1 Ca ag – counter-screen for M1 agonists: effect in parental CHO-K1 cells. Fluo-8 calcium fluorescence; scaled to maximal ATP response, vehicle zero. activation, % at 3 µM. actives 0.48% (n = 360,000); in the data active means activation above about 15%;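 further: untransfected CHO-K1 host cells lacking M1 receptor as counterscreen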
OXTR agonist – activates the human oxytocin receptor; CHO-OTR cells, Fluo-8 calcium fluorescence; normalized: DMSO 0%, oxytocin 100%; activation, % at 3 µM; actives 0.32% (n = 320,000); AID 2435;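 active means activation above the mean of all tested compounds plus 3 SD, cutoff set per screening run, cut at about 20% in these data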;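 further: peak over basal fluorescence ratio from a 100 s FLIPR kinetic read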
* = called active by the depositor; . = no result given.

SMILES	GPR7 antagonist	CHO-K1 Ca antag	OXTR potentiator	CHO parental Ca	TAAR1 antag	V1R ag counter	CHO-K1 Ca PAM	CHO-K1 Ca ag	OXTR agonist
CC(=O)Nc1ccc(NC(=O)C(C)OC(=O)C2(c3ccccc3F)CCCC2)cc1 (stereo unspecified)	.	-23	-6	-6	20	2.8	14	3.7	1.3
CC(=O)c1ccc(NC(=O)COC(=O)C2CCN(S(=O)(=O)c3cccs3)CC2)cc1	.	-20	.	.	30	.	-7	10.0	.
CN(C)c1cccc(NC(=O)C2(C)Cc3c(-c4cccnc4)ccnc3O2)c1 (stereo unspecified)	.	0	.	.	-24	.	-3	0.0	.
CN(C(=O)CN1CCC(NC(=O)C2CCCCC2)CC1)C1CCCCC1	-12	-13	4	-4	4	0.5	19	1.4	0.5
COc1cccc(NC(=O)CN(C)C(=O)Cn2[nH]c(=O)c3ccccc3c2=O)c1	.	-3	2	-4	-3	-0.7	0	0.1	0.0
Cc1ccc(CNC(=O)CNS(=O)(=O)c2ccc3nc(C)sc3c2)cc1	-14	-17	2	-12	-1	-0.1	18	0.3	-1.4
O=C(O)CCCn1cc(NC(=O)COc2ccc(F)cc2F)cn1	-3	-7	-15	-8	-19	-0.1	-6	0.5	-0.2
COc1cc(S(=O)(=O)N2CCCCCC2)ccc1-n1cnnn1	-4	-19	-5	-8	6	1.0	2	0.8	1.8
CCc1ccc(NC(=O)c2ccc3nc(N)sc3c2)cc1	7	-15	-10	-15	9	4.5	20	2.2	0.5
Cc1cccc(OCC(=O)NN2C(=O)C3C4C=CC(O4)C3C2=O)c1 (stereo unspecified)	5	-4	-8	4	-1	0.5	6	-0.4	-0.2
N#CC1=C2SCC(O)(c3ccccc3)N2C(=O)CC1c1cccs1 (stereo unspecified)	17*	1	-13	-11	7	8.9	11	0.7	14
CCOc1ccc(-n2c(SCC(N)=O)nc3c([nH]c4ccccc43)c2=O)cc1	-3	-15	-5	-4	-4	-1.3	21	0.5	-1.0
CC(NC(=O)COC(=O)c1cccs1)c1ccccc1 (stereo unspecified)	-1	0	-4	-3	-1	0.3	-9	0.1	-0.9
O=C(COc1ccc(Br)cc1)OCC(=O)c1ccc[nH]1	.	2	.	.	-24	.	14	0.2	.
O=C(N/C(=C/c1ccc(Br)cc1)C(=O)N1CCCC1)c1ccccc1F	-4	0	-5	-17	-8	-1.2	5	0.9	-2.7
CCNC(=S)N/N=C(\C)c1ccc2ccccc2c1OC(F)F	9	-9	-7	-3	-14	-0.6	13	0.4	-1.8
O=C1C=CC(=O)N1CCNc1ncc(C(F)(F)F)cc1Cl	-9	4	.	.	18	.	6	0.2	.
CC(C(=O)Nc1ccc(C#N)cc1)N(C)Cc1cccs1 (stereo unspecified)	-2	14	-2	-7	0	1.8	-10	0.0	-0.4
O=C(Cc1ccc(Cl)c(Cl)c1)Nc1ccc(SC(F)F)cc1	-1	23	-13	8	40	1.6	-9	4.6	-1.5
CCOc1ccccc1N(C)C(=O)c1cn(C)c(=O)c2ccccc12	8	-9	-6	-8	-13	-0.5	8	0.0	-0.4
Cn1c(CNC(=O)c2ccco2)nnc1SCC(=O)c1ccc(Br)cc1	18	-14	-11	0	-1	-0.1	5	0.7	0.0
Cc1cccc2cc(CN(CCCO)C(=O)Nc3ccc(Cl)cc3)c(=O)[nH]c12	10	-7	.	.	0	.	5	1.6	.
COCc1c(C(=O)NCCc2ccc(OC(F)F)cc2)oc2ccccc12	.	-13	-5	-11	33	-1.6	1	3.0	-2.2
O=C(COc1ccc(Cl)cc1Br)NC1CC1	.	-7	-8	-12	-32	1.7	13	0.6	2.4

3 compounds from above, ordered by heavy-atom count, largest number first.
SMILES	GPR7 antagonist	CHO-K1 Ca antag	OXTR potentiator	CHO parental Ca	TAAR1 antag	V1R ag counter	CHO-K1 Ca PAM	CHO-K1 Ca ag	OXTR agonist
COCc1c(C(=O)NCCc2ccc(OC(F)F)cc2)oc2ccccc12	.	-13	-5	-11	33	-1.6	1	3.0	-2.2
CC(C(=O)Nc1ccc(C#N)cc1)N(C)Cc1cccs1 (stereo unspecified)	-2	14	-2	-7	0	1.8	-10	0.0	-0.4
CC(NC(=O)COC(=O)c1cccs1)c1ccccc1 (stereo unspecified)	-1	0	-4	-3	-1	0.3	-9	0.1	-0.9

Next part:
SMILES	GPR7 antagonist	CHO-K1 Ca antag	OXTR potentiator	CHO parental Ca	TAAR1 antag	V1R ag counter	CHO-K1 Ca PAM	CHO-K1 Ca ag	OXTR agonist
Cc1ccc(C(=O)OCC(=O)N2CCCC2)cc1	-2	-7	-11	5	-17	0.5	-13	0.2	0.0
CC1(C)CC2(C)Nc3ccccc3N2C(=S)N1 (stereo unspecified)	2	-7	2	-3	-10	-0.3	22	0.1	0.2
O=C(/C=C/c1cccc(F)c1)N1CCN(c2ccccn2)CC1	-5	-13	-2	-9	5	-0.6	11	1.9	-0.5
C=C(C)CN(CC)C(=O)CSc1ccc(S(=O)(=O)N2CCN(Cc3ccccc3)CC2)cn1	.	-11	-12	-28	16	3.7	2	4.5	3.1
COc1cccc(N2CCN(C(=O)C3CCC(=O)N(C4CCCCCC4)C3)CC2)c1 (stereo unspecified)	1	1	-2	-10	4	9.7	-1	3.7	3.4
C=CCN(C(=O)COc1ccccc1)c1nnc(-c2ccncc2)s1	-9	8	-8	-25	15	11	0	0.4	0.1
Cc1ccc(C)c(S(=O)(=O)N2CCCOC2CNC(=O)C(=O)NCc2ccccn2)c1 (stereo unspecified)	-8	0	-3	-7	-20	1.3	-5	0.9	-1.2
Nc1ccn([C@@H]2O[C@H](C(=O)N3CCSC3)[C@@H](O)[C@H]2O)c(=O)n1	.	-5	.	.	-5	.	-8	-0.3	.
N#Cc1ccccc1S(=O)(=O)N1CCN(c2nc(-c3cccnc3)nc3ccccc23)CC1	.	11	.	.	51*	.	-4	6.6	.
CCn1c(NCc2ccco2)nc2c1c(=O)n(C)c(=O)n2C	-17	-10	-6	-2	10	1.1	11	1.5	4.0
O=C(NCc1ccc(Cl)cc1)c1cc(-c2cccs2)on1	-8	-31	-2	-9	-7	0.1	17	1.1	0.1
C/C(CC(=O)Nc1ccc(N(C)C)cc1)=N\NC(=O)Cc1csc(N)n1	-11	-4	-1	2	-3	0.3	15	-0.6	0.9
CCC(C)[C@H]1CN=C(N)N1CCc1cc(C(F)(F)F)cc(C(F)(F)F)c1 (stereo partly specified)	.	0	-3	-19	-6	-1.1	5	-0.2	-0.1
Cc1noc(C)c1COc1cccc(C(=O)OCC(=O)NCCN2C(=O)CSC2=O)c1	-5	-8	-7	-20	2	1.3	13	1.9	-0.4
CCCOP(=O)(c1ccc(N(C)C)cc1)C(O)c1ccc(Br)cc1 (stereo unspecified)	8	-3	-7	-13	8	-0.2	6	10	0.4
CC(=O)Nc1ccc(S(=O)(=O)NC(CC(=O)NCCc2ccccc2)C(C)C)cc1 (stereo unspecified)	-3	-18	-3	1	-6	-0.9	3	-0.5	-0.8
CSc1ccc(CN(C)CC(=O)NC(C)c2ccccc2)cc1 (stereo unspecified)	19	-13	3	-14	-5	-0.4	7	1.0	-0.2
COc1cc(C)c(NC(=O)c2cc(C3CC3)nc3c2cnn3C(C)C)cc1OC	.	-3	-5	-21	9	-0.6	-12	0.5	-2.3
CN(CCc1cnn(C)c1)Cc1cn(C)nc1-c1ccc2c(c1)OCCO2	10	-11	-3	-14	6	0.6	9	0.5	-0.4
COc1ccc(Cl)cc1NC(=O)CSc1nc(C)cc(C)n1	-2	-5	-4	-11	0	0.8	14	1.1	-2.2
O=C(Cn1c(=O)oc2cc(S(=O)(=O)N3CCCC3)ccc21)N1CCN(c2ccccn2)CC1	1	-1	-4	-6	-20	1.9	-2	1.1	1.6
Cc1ccc(-c2cc(C(=O)N3CCOCC3)no2)cc1	-2	1	-4	5	1	3.4	6	1.8	1.6
O=C(NCCCl)Nc1ccccc1OCCOc1ccccc1NC(=O)NCCCl	7	-3	-7	-5	-6	-0.4	-8	-0.2	-0.1
COC(=O)c1ccc(Cc2ccccc2)o1	-9	-1	-8	-2	7	-0.8	14	-0.1	-1.4

Copied from the list.
OXTR potentiator with CCC(C)[C@H]1CN=C(N)N1CCc1cc(C(F)(F)F)cc(C(F)(F)F)c1 (stereo partly specified) reads -3
GPR7 antagonist with O=C(NCCCl)Nc1ccccc1OCCOc1ccccc1NC(=O)NCCCl reads 7

The list goes on.
SMILES	GPR7 antagonist	CHO-K1 Ca antag	OXTR potentiator	CHO parental Ca	TAAR1 antag	V1R ag counter	CHO-K1 Ca PAM	CHO-K1 Ca ag	OXTR agonist
COc1ccc2[nH]c(C(=O)O)c(CCC(=O)O)c2c1	-13	-9	-5	-2	-19	0.0	-1	-0.3	0.0
CC(C)(C)c1ccc(-c2nnc(N)o2)cc1	-6	-1	-4	-8	-52	0.4	3	1.6	-2.2
C#CCOCCOCCOCCNc1nc(N2CCN(C(=O)[C@H](CCCN=C(N)N)n3cc(C(N)[C@H](C)CC)nn3)CC2)nc(N2CCN(C(=O)[C@H](CC(N)=O)n3cc(C(N)[C@@H](C)CC)nn3)CC2)n1 (stereo partly specified)	.	-24	4	-6	-8	1.1	13	1.2	0.8
N#Cc1c(-c2cccnc2)c2c([nH]c1=O)-c1ccccc1OC2	-14	-1	2	-11	-36	1.2	-10	-0.1	-0.7
Nc1ncnc2c1C1(CCCCC1)Cc1ccccc1-2	-12	-15	-12	-17	6	-0.1	17	1.0	-2.3
CCc1ccccc1NS(=O)(=O)Cc1ccccc1	-3	22	1	-3	-15	-0.7	-8	-0.2	-1.9
C=CCC(C#Cc1ccccc1)[N+](C)(C)CC=C (stereo unspecified)	-7	-2	-8	-3	0	-0.3	12	0.2	0.3
OCCCn1c(C2CCCN2c2nc(-c3ccc(F)cc3)cs2)nc2cc(Cl)c(Cl)cc21 (stereo unspecified)	.	-11	0	-24	-11	0.6	1	-0.1	-0.4
COCOc1ccc(-c2ncc(OCCN3CCCC3=O)nc2NC(=O)c2cc3ccccc3s2)cc1	.	-10	.	.	22	.	17	4.2	.
Cc1cc(=O)oc2cc(OCC(O)CN3CCN(c4ccc(F)cc4)CC3)ccc12 (stereo unspecified)	17	-22	3	-13	1	0.4	3	1.8	0.6
COc1ccc(OC)c(NC(=O)c2sc3ncnc(N4CCN(c5ccccn5)CC4)c3c2C)c1	-6	-11	-9	-5	.	0.9	4	0.9	-0.3
CCCCNC(=O)C1CCC(CNc2c(N3CCC(C)CC3)c(=O)c2=O)CC1 (stereo unspecified)	-11	-7	-13	6	-14	0.9	-15	-0.2	0.0
Cc1noc(C(F)(F)F)c1C(=O)NNC(=O)c1cccc(C(F)(F)F)c1	5	-12	-3	-8	-23	20*	26	1.8	-1.2
CC(=O)Cn1cnc2sc(-c3ccccc3)cc2c1=O	7	-8	-2	-5	2	1.0	22	0.8	3.2
O=C1[C@H](CC[C@H](O)c2ccc(F)cc2)[C@@H](c2ccc(O)cc2)N1c1ccc(F)cc1	-1	.	-10	-16	.	1.8	.	.	0.7
CC1(C)CC(NCc2ccncc2)CC(C)(C)N1	-2	-13	0	-4	4	0.6	13	0.2	0.5
